High-throughput results deposited in PubChem by several laboratories.
Peg3 prom inh – Peg3 promoter-driven luciferase inhibitors, primary screen, cell-based, HeLa, luciferase luminescence; HeLa PEG-Prom luciferase reporter, overnight; inhibition, % at 20 µM; 360,000 compounds, 1.7% hits;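 active means inhibition of at least 50% at 20 µM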
NR2E3 ag-1 – inhibitors of NR2E3-RetCOR corepressor binding, primary screen, NR2E3 agonist project, biochemical, TR-FRET, GST-NR2E3, biotin-RetCOR; 1536-well; 320,000 compounds, 0.12% hits; AID 2300, 2010; Photoreceptor-specific nuclear receptor (Homo sapiens), Q9Y5X4; inhibition of corepressor binding, % at 4.78 µM;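 active means percent inhibition above the cutoff of mean plus 3 SD of all tested compounds, set per screening campaign, cut at about 20% in these data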;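 further: 0% = DMSO wells and 100% = biotin wells as full block of FRET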
Target sequence (Q9Y5X4 whole entry, looked up): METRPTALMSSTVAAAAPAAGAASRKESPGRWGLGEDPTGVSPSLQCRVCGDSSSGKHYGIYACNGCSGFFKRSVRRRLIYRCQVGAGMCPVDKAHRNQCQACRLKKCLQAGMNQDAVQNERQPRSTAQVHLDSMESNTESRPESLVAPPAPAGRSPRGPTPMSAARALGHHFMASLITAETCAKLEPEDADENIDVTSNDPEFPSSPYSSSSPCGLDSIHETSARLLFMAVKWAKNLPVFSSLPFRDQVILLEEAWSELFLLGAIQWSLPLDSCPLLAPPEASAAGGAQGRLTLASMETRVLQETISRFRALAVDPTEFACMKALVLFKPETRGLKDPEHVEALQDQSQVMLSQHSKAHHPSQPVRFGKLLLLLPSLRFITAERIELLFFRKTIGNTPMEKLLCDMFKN
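Material – GST-tagged NR2E3 plus biotinylated RetCOR corepressor · Quantity – NR2E3 fusion 1.35 nM · Times – 5 h incubation at 4 °C · Medium – pH 7.5 Tris-based buffer · Technique – TR-FRET, Eu(K)-anti-GST donor, streptavidin-D2 acceptor, ex 340, em 617/671 nm · Benchmarks – high control biotin, low control 0.6% DMSO · Format – 1536-well plates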
HIF-2a inh – HIF-2a reporter inhibitors, primary screen, luminescence, 786-0 RCC cells; 786-0 RCC cells HIF-2a reporter, luciferase luminescence, overnight; inhibition, % at 18.8 µM; 360,000 compounds, 0.72% hits;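 active means inhibition of the luminescence signal of 40% or more relative to plate controls, in a single-dose primary screen at 18.75 µM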
TRPM1 prom inh – inhibitors of MITF-dependent TRPM1 promoter reporter, primary screen, cell-based, SK-MEL-5, single point, luciferase; SK-MEL-5 TRPM1 promoter luciferase, 24 h; inhibition, % at 12.5 µM; 330,000 compounds, 0.83% hits;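 active means mean inhibition across replicates of 60% or more, whatever share of single replicates reaches that level; inconclusive means some that reach 60%, reason not given; inactive means mean inhibition across replicates below 60%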; further: values of inactives mirror those of a sister screen read the other way
iPSC survival up – enhancers of single-cell hiPSC survival, primary screen, ATPlite luminescence; 100% = ROCK inhibitor wells, 0% = DMSO; survival enhancement, % at 20 µM; 360,000 compounds, 0.044% hits; AID 602274, 2012; in the data active means survival enhancement above about 18%;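 further: cells exposed to compounds for 16 hours before the ATP read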
NR2E3 ag-2 – NR2E3 agonists in two-hybrid cells, primary screen, cell-based, luminescence, CHO-S, Gal4-NCOR/VP16-NR2E3; inhibition of corepressor binding, % at 3.98 µM; AID 602229, 2012; luciferase; 360,000 compounds, 0.35% hits; Photoreceptor-specific nuclear receptor (Homo sapiens), Q9Y5X4;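 active means inhibition above the mean of all tested compounds plus 3 SD, cut at about 70% in these data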;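 further: 0% = DMSO with NR2E3 transfected cells and 100% = cells lacking NR2E3 construct; higher means lower luciferase signal from less NR2E3 corepressor binding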
Vif inh – HIV Vif self-association inhibitors, primary screen, imaging, HEK293T, single point. 340,000 compounds, 0.35% hits. AID 602346, 2012. inhibition, % at 7.49 µM. HEK293T cells, Vif self-association by quenched fluorescence, 24 h; in the data active means inhibition above about 50%, passing the limit was not always enough; inconclusive means no clear call, values can overlap the other calls; inactive means below about 31%; further: some results filed as inactive read as strong as hits
Granule exo inh – LAMP-1 surface exposure blockers, TALL-104 cells – cell-based, flow cytometry, MLPCN library, primary screen. TALL-104 LAMP-1 surface exposure; cells stimulated with thapsigargin and PMA. inhibition, % at 10 µM. 360,000 compounds, 0.66% hits. AID 651702, 2012;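 active means inhibition above about 55%, limit read from the data; inconclusive means no clear call, values can overlap the other calls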
CaV13 FRET inh – Primary screen for inhibitors of IQ motif and Ca2+-dependent inactivation inhibitor domain binding in CACNA1D, Förster resonance energy transfer in living cells, …; HEK cells, CFP/YFP FRET ICDI-IQ, plate reader, 10 min; percent FRET-ratio fall versus neutral wells; inhibition, % at 12.3 µM; 340,000 compounds, 0.098% hits;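 active means mean replicate inhibition of at least 30% and at least 1% of replicates passing that level; inconclusive means only one of the two criteria is met; inactive means neither criterion is met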;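 further: 0% = median of the neutral control wells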
PDI turbidity – inhibitors of human PDI, primary screen, biochemical, turbidity, single point, plate reader; PDI insulin aggregation turbidity, A650, 90 min; inhibition, % at 10 µM; 350,000 compounds, 0.052% hits;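 active means mean inhibition across replicates of 30% or more, whatever share of single replicates reach that level; inconclusive means mean inhibition below 30% while every single replicate reaches 30%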;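 further: absorbance from insulin aggregation driven by PDI reduction with DTT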
Target sequence (P07237 whole entry, looked up): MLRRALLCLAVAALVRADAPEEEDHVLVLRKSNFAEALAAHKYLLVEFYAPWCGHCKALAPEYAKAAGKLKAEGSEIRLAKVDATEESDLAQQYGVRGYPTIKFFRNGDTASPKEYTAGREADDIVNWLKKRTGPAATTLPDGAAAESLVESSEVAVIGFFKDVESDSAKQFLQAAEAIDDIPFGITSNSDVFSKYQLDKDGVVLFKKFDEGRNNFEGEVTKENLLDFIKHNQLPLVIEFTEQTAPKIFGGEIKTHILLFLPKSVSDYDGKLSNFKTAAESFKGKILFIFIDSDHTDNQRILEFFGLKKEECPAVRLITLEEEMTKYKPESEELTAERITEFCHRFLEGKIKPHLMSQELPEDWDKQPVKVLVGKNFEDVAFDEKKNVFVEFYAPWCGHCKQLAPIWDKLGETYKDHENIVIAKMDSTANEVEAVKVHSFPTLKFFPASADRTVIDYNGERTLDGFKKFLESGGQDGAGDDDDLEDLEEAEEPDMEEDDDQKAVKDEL
aDG glyco up – activators of alpha-DG glycosylation, primary screen, uHTS, Pro5-aDG cells, AlphaScreen | alpha-DG glycosylation AlphaScreen (IIH6); 0% Pro5, 100% B10-LARGE cell signal | activation, % at 10 µM | 360,000 compounds, 0.22% hits;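 active means activation of at least 8% versus controls, or a plate z-score of at least 8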;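 further: Pro5 are CHO cells carrying HIG-tagged alpha-DG that lacks glycosylation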
* = called active by the depositor; ? = inconclusive; · = no result given.

SMILES	Peg3 prom inh	NR2E3 ag-1	HIF-2a inh	TRPM1 prom inh	iPSC survival up	NR2E3 ag-2	Vif inh	Granule exo inh	CaV13 FRET inh	PDI turbidity	aDG glyco up
CNC(=O)CN(C)S(=O)(=O)c1ccc(F)cc1	7	3	5	2	3.7	-5	-1	2	-5	-8	-0.2
COc1cccc(C(=O)OCC(=O)c2c[nH]c3ccccc23)c1OC	-200	0	-188	-51	-0.4	-62	-4	-2	-4	-18	0.0
CCOC(=O)C1CCN(C(=O)c2c(-c3c(Cl)cccc3Cl)noc2C)CC1	0	1	16	12	-2.5	-12	0	-2	-7	-4	-0.2
COc1ccccc1Cn1c(=O)c2ccccc2n2c(SCC(=O)N3CCCCC3)nnc12	2	5	0	-3	-0.8	-14	-5	4	-2	1	-0.2
COC(=O)c1ccc(NC(=O)c2ccccc2N(C)S(C)(=O)=O)cc1	2	-2	21	12	6.3	3	·	-1	-2	8	-0.1
COc1ccc(S(=O)(=O)N2N=C(c3cccc(NS(C)(=O)=O)c3)CC2c2ccco2)cc1 (stereo not given)	15	-1	12	-2	2.1	8	1	-7	-5	3	-0.2
CCC(CC)NC(=O)CSc1ccc(S(=O)(=O)N2CCCCC2)cn1	3	·	-1	-13	-0.1	28	1	3	-5	4	0.0
O=C(Nc1cccnc1)C1CCC(CNS(=O)(=O)c2cccc3nsnc23)CC1 (stereo not given)	19	1	10	7	-0.5	-18	1	6	-6	-5	0.1
COc1cc(C(=O)Nc2nnc(-c3sccc3C)s2)cc(OC)c1OC	-1	3	-14	-5	0.8	-33	2	6	-3	-8	-0.2
Cn1c(SCC(=O)N/N=C/c2cc([N+](=O)[O-])ccc2O)nnc1-c1ccccc1	19	2	3	5	-0.3	-4	3	6	-5	0	0.1
CCOCCCNC(=O)N[C@@H](C)C(=O)OC	1	0	13	-4	-2.8	8	3	0	-3	-24	0.4
CCCCN(CC)CCNC(=O)CN(C)S(=O)(=O)c1ccc2c(c1)c(=O)n(C)c(=O)n2C	17	6	1	-8	2.7	14	1	-1	-7	8	-0.3
O=C(COC(=O)c1ccccc1C(=O)N1CCN(c2ccc(F)cc2)CC1)NCc1ccccc1	6	-2	3	3	-2.0	-21	-4	0	-4	-10	-0.1
Cc1ccc(C)c(OCCC(=O)OCC(=O)Nc2cc(S(=O)(=O)N3CCCCC3)ccc2C)c1	-21	·	6	3	-3.2	3	26	6	-2	19	0.2
COc1cccc(NC(=O)CN(C)C(=O)c2ccc(NC3CC3)c([N+](=O)[O-])c2)c1	12	4	6	6	2.9	12	-1	-1	-2	1	-0.1
CCCOc1ccc(CNC(=O)Cn2ncc3ccccc32)cc1	-182	0	-186	-22	0.0	-96	-4	-4	1	1	0.1
O=c1cc(NCCc2ccccc2)c2ccccc2o1	-211	2	-189	-63	-0.1	-65	-15	-2	-7	1	1.5
CCOP(=O)(OCC)c1nc(-c2cccc3ccccc23)oc1N1CCCCC1	11	0	14	1	-0.2	-26	5	10	-16	-2	-0.2
CCCCC(NC(=O)c1ccc(Cl)cc1)C(=O)O (stereo not given)	5	5	-13	-16	2.0	-2	·	4	-8	1	0.7
C=CCn1c(SCc2ccc(C#N)cc2)nnc1-c1cccc(OC)c1	22	1	20	23	0.4	-11	-5	-2	-6	-3	0.4
CCOc1cc(C(=O)N(CC)CC(=O)Nc2ccc3c(c2)OCCO3)ccc1OC	-13	-1	-40	4	0.3	-17	6	0	-14	-5	0.2
Cc1cc(C(F)(F)F)nn1CC(=O)N1CCCC1	3	-2	20	3	-1.7	2	4	-3	-2	5	-0.3
CCOC(=O)C1CCN(Cc2ccc(-c3ccccc3)cc2)CC1	11	·	12	2	-0.3	-26	-15	17	-4	-51	0.1
CCC(Sc1nc(C)cc(C)n1)C(=O)Nc1ccc(S(N)(=O)=O)cc1 (stereo not given)	8	2	21	0	-0.1	-8	?	0	-5	1	-0.1
O=C(N1CCOCC1)C12OC3CC(CC(C3)O1)O2	12	·	-6	·	-1.0	-1	·	-3	-11	·	-0.3
Cc1ccc(C2c3c(oc4ccccc4c3=O)C(=O)N2c2nnc(C(C)C)s2)o1 (stereo not given)	-3	1	-85	7	-0.1	-16	4	-2	-2	·	0.2
CCCCN1CC[C@H]2C=CC[C@@H](C(=O)Nc3ccccc3)[C@H]2C1=O	-4	2	21	-12	-1.1	-23	-4	0	-10	0	0.0
O=C(NNC(=O)c1cc2cc3ccccc3nc2s1)c1ccc(F)cc1	1	0	2	1	-1.4	7	13	0	-7	-6	-0.1
O=C(CN1CCCCC1)N/N=C/c1ccc(Cl)cc1	-11	5	-23	-12	0.8	4	-4	1	-2	0	0.0
CCOC(=O)N1CCC(Nc2nc3ccccc3nc2NS(=O)(=O)c2ccc(Cl)cc2)CC1	-151	2	-339	8	-0.3	-95	-9	5	-5	5	0.0
C=CCNc1oc(-c2ccco2)nc1S(=O)(=O)c1ccccc1	1	1	7	-2	-0.2	5	-3	-7	-11	5	5.9
COc1ccc(-n2cnnc2SCC(=O)N(C)c2ccccc2)cc1	-6	-1	8	·	-0.2	-45	6	-3	-3	13	0.0
O=C(Nc1nnc(C2CC2)s1)c1cc(-c2ccccc2)nn1-c1ccccc1	-27	-1	-28	2	-1.6	-22	0	2	-4	11	0.1
Fc1ccc(N2CCN(C3CCC(c4ccccc4)CC3)CC2)cc1 (stereo not given)	18	4	17	14	-0.2	3	1	33	-20	3	-0.1
COc1ccc(NS(=O)(=O)c2ccc3oc4ccccc4c3c2)cn1	30	5	3	9	-1.7	88*	-8	1	-5	-6	0.1
O=C(O)/C(=C\c1ccco1)NC(=O)c1ccc(Br)o1	-3	-2	9	-5	-0.4	0	11	0	-18	4	0.0
COc1ccc(CN2CCOC2=O)cc1OC	-20	2	13	-2	-0.9	-18	0	0	-7	-3	0.0
COc1cccc(CNC(=O)c2ccc(F)c(S(=O)(=O)N3CCCCC3)c2)c1	8	·	5	·	-0.5	2	-20	-14	-5	18	0.1
CC(Sc1nnc(C2CC2)n1C)C(=O)Nc1ccc(N2CCOCC2)cc1 (stereo not given)	2	·	2	-8	-0.5	1	12	1	·	-5	-0.2
CN(C)C(=O)c1ccc(-c2cc3onc(-c4ccccc4)c3c(=O)n2C)cc1	-231	·	-168	-64	-1.4	-118	-4	-2	-4	0	0.9
CC1(C)CN(c2ccc(F)cc2)C1=O	10	1	20	-6	0.5	-15	-2	0	3	13	0.1
NC(=O)CSc1nnc(-c2ccco2)n1N	-1	0	6	-4	0.4	-16	·	-2	-3	1	-0.1
COc1cccc(C2CC(c3ccccc3)=NN2S(=O)(=O)c2ccccc2)c1OC (stereo not given)	23	6	14	-6	1.2	-36	11	-7	0	5	-0.3
Cc1ccc(-c2nc3ccc([N+](=O)[O-])cc3[nH]2)cc1	-118	3	-97	-14	-2.5	-102	-5	7	4	1	0.4
COc1cc(OC)c(OC)cc1CNCC1COc2ccccc2O1 (stereo not given)	-8	-2	14	-1	-0.4	-29	1	9	-5	1	0.0
COc1ccccc1OCC(=O)Nc1ccc(S(=O)(=O)Nc2nc(C)cc(C)n2)cc1	11	6	-7	8	5.9	28	-5	8	-7	-2	0.5
COc1ccc2[nH]c(C(=O)NCc3ccc4c(c3)OCO4)cc2c1	5	4	-30	-6	-0.6	8	-12	3	-1	6	0.0
CCOC(=O)[C@]12CCCC=C1N(Cc1cccc3ccccc13)C(=O)[C@H](CC(=O)N1CCOCC1)C2	·	·	8	·	0.4	1	·	-4	-5	·	-0.1
C=CCOC(=O)c1ccc(-n2cncn2)nc1	4	5	-5	12	3.6	-12	-6	2	-5	0	-0.3
COc1ccc(Cl)cc1NC(=O)CCS(=O)(=O)c1ccc(Br)cc1	22	-12	20	2	0.5	-1	-6	21	-17	-1	0.2

The list goes on.
SMILES	Peg3 prom inh	NR2E3 ag-1	HIF-2a inh	TRPM1 prom inh	iPSC survival up	NR2E3 ag-2	Vif inh	Granule exo inh	CaV13 FRET inh	PDI turbidity	aDG glyco up
O=C(C1COc2ccccc2O1)N1CCN(c2nc3ccc([N+](=O)[O-])cc3s2)CC1 (stereo not given)	-10	1	2	1	-0.2	-2	3	-20	-3	-8	-0.1
COc1ncnc2c1ncn2CCCNCc1ccc(C)o1	-10	·	-4	·	0.1	-7	-4	-3	-11	1	0.1
COc1ccccc1N(C)S(=O)(=O)c1ccc(Cl)c(C(=O)N2CCC2)c1	0	1	11	9	0.0	-15	·	-5	-2	-3	0.6
CCCCC[C@H](C)N1C[C@@H](COCc2ccccc2)Oc2cc(N3CC[C@@H](N(C)C)C3)ccc2S1(=O)=O	·	·	0	·	-0.2	4	·	56*	-8	·	0.3
CCCS(=O)(=O)N1CCN(C(=O)c2ccccc2F)CC1	1	1	4	3	-2.8	-6	-3	0	-5	-2	-0.3
C[C@@H]1CN([C@H](C)CO)C(=O)c2cc(NC(=O)Nc3ccc(C(F)(F)F)cc3)ccc2O[C@H]1CN(C)S(=O)(=O)c1cccs1	28	·	33	0	-0.8	-12	-7	-7	-4	1	-0.4
Cc1nc(SCC(=O)NCC2CCCO2)c2c3c(sc2n1)CCCC3 (stereo not given)	8	4	-8	17	0.1	3	4	-8	-4	12	0.0
O=C(O)c1cccc(-n2c(/C=C/c3cccc([N+](=O)[O-])c3)nc3ccccc3c2=O)c1	2	3	15	4	-0.5	-7	-2	-2	-3	1	-0.1
O=C(CC[C@H]1O[C@@H](n2ccc(=O)[nH]c2=O)[C@H](O)[C@@H]1O)N[C@H](Cc1ccccc1)C(=O)NCC1CCCCC1	7	·	5	·	-1.8	-18	·	-2	·	·	-0.5
CCc1ccc(CNC(=O)CC2C(=O)NCCN2Cc2ccccc2F)nc1 (stereo not given)	1	4	-6	12	0.6	-7	-2	0	-7	5	-0.4
Cc1cccc(NC(=O)/C(=C/c2cccc([N+](=O)[O-])c2)NC(=O)c2cccs2)c1	1	-1	15	-12	-1.3	-3	-27	4	-19	9	-0.1
COc1ccc(NC(=O)COC(=O)C2CC(=O)N(c3ccc(C)cc3)C2)cc1 (stereo not given)	9	-3	1	-2	0.0	-22	2	-3	-6	-2	-0.1
